KCNH2 WT inh = inhibitors of human wildtype KCNH2 potassium channel; Q12809; U2OS, BacMam KCNH2, thallium flux FluxOr; stronger effect = lower value; activity change, % at 1.84 µM; 340,000 compounds, 0.37% hits;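 active = maximum activity change below -70%; inconclusive = maximum activity change between -70% and -50%; inactive = maximum activity change above -50%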; note: % is set by controls: 0 for no effect and ±100 for the full control effect
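U2OS cells transduced with wild-type KCNH2 virus are loaded with FluxOr dye for 45 min, and thallium flux is measured in kinetic reads before and after stimulation buffer. Rate constants are normalized to DMSO controls.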
GALK inhibitor = galactokinase (human) inhibition | Potency, µM (titrated, usually from 57.5 µM), for the others: at the top dose activity change, negative = inhibition, hits mostly inhibitors | Purified GALK, Kinase-Glo residual ATP luminescence | 270,000 compounds, 0.007% hits; note: potency is the fitted concentration of half-maximal effect; % is set by controls: 0 for no effect and ±100 for the full control effect
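Galactose (100 uM) and ATP (35 uM) were turned over by 5 nM GALK for 1 h at RT. Kinase-Glo Plus then converted the remaining ATP into a luminescent signal.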
TSHR antag = blocks TSH signaling through the human TSH receptor; P16473; TSHR-expressing cells, TSH-stimulated cAMP HTRF, 2 h; stronger effect = lower value; activity change, negative = inhibition, % at 11.5 µM; 330,000 compounds, 0.2% hits;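 active = activity change below a set negative limit, meaning inhibition stronger than a set level, cut at about -70% in these data; inconclusive = activity change between two set negative limits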; note: % is set by controls: 0 for no effect and ±100 for the full control effect
Target sequence (P16473 whole entry, looked up): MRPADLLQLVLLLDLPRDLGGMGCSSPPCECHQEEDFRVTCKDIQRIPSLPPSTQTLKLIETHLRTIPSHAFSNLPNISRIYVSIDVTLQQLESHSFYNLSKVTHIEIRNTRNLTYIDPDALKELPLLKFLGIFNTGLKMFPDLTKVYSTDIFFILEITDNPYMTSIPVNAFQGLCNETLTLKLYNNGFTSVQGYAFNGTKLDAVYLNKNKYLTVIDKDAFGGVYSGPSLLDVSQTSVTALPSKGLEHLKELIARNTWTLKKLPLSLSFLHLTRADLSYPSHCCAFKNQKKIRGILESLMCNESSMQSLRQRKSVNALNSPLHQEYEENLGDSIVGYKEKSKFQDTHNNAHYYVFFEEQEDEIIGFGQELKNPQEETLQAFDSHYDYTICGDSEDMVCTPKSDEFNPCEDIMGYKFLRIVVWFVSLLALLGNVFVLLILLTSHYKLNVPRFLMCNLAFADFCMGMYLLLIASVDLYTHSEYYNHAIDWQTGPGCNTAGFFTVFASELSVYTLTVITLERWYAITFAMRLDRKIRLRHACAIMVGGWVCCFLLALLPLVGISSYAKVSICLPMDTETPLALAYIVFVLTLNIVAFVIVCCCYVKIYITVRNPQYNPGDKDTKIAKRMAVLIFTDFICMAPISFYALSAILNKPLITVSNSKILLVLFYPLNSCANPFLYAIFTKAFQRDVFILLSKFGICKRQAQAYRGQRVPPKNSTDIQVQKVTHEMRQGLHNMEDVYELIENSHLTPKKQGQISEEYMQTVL
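Antagonism was scored as loss of TSH-driven cAMP in TSHR cells, stimulated with 4nM TSH (EC80) for 2 hours at 37 deg C and detected by homogeneous HTRF competition immunoassay.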
TCR activator = T cell receptor activation; 330,000 tested, under 10 active; Potency, µM (highest dose often 9.22 µM), without a hit: at the top dose activation of IL-2 secretion, hits mostly activators; primary human leukocytes, anti-CD3, IL-2 HTRF, 48 h; note: % of control where 0% means no effect
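Primary human leukocytes incubated 48 hr with anti-CD3 beads plus compound, without co-stimulation. Secreted IL-2 measured by HTRF (europium cryptate/d2 anti-IL-2 pair, 320 nm excitation, 665 nm emission).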
Giardia killer = kills Giardia lamblia; Giardia lamblia trophozoite viability; activity change, % at 7.66 µM, hits read low; 340,000 compounds, 0.15% hits; AID 540267; in the data active = activity change below about -80%; inconclusive = between about -30% and that limit;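 note: parasites exposed to compound for two days anaerobically before the ATP read; % is set by controls: 0 for no effect and ±100 for the full control effect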
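Each well holds 100 Giardia trophozoites and compound. After two days (48 hrs) at 37 deg C in anaerobic conditions, ATP is quantified by luminescence.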
Tb PFK inh = blocks T. brucei phosphofructokinase | O15648 | AID 485367 | T. brucei PFK, ADP-Glo luminescence | 330,000 compounds, 0.17% hits | Potency, µM (titrated, usually from 57.5 µM), inactives show at the top dose activity, negative = inhibition, hits mostly inhibitors;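 note: potency is the fitted concentration of half-maximal effect; 0% = uninhibited 1x PFK enzyme wells and -100% = no-enzyme wells; nearly all actives have a fitted effect of over 60% in size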
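PFK 1.25 nM, F6P 0.5 mM, ATP 0.1 mM, 0.1 M TEA pH 8.0, 5 mM MgCl2, 0.01% Tween20, 0.1% BSA; 45 min RT. ADP-Glo readout. qHTS titration up to 57 uM; curves fitted, compounds curve-classed.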
FBPA coupling cs = coupling enzyme interference in Giardia aldolase counter-screen. coupling enzyme system counterscreen, AmpLite Red fluorescence. activity change, negative = inhibition, % at 58.2 µM, hits read low. 290,000 compounds, 0.67% hits. AID 2472; in the data active = activity change below about -30%; note: % is set by controls: 0 for no effect and ±100 for the full control effect
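Final compound at 57.5 uM, incubated 10 min at RT with coupling enzyme reagent (glyceraldehyde-3-phosphate), then 20 min with substrate and AmpLite Red detection. Fluorescence read at 525/598 nm; tests interference with the coupling assay, not aldolase inhibition.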
BCR signal inh = inhibitors of chronic active B-cell receptor signaling; AID 493014; ABC-DLBCL IkBa-CBG/CBR reporter, luminescence ratio, 4 h; Potency, µM (doses to about 46.1 µM), without a hit: top-dose ratio change, negative = lower green/red ratio, most hits filed as inhibitors; 340,000 compounds, 0.05% hits; active = well fitted inhibition curve with a large enough effect in the signal ratio, with a control signal flat, not every such curve was filed as active; inconclusive = small, poorly fitted or top-dose-only effect, or effect the other way, or a change in a side signal; the % refers to the signal ratio;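 note: potency is the fitted concentration of half-maximal effect; plate controls were basal doxycycline-induced cells for no effect and cells given 10 µM MG132 for full effect; MG132 reads +100%, hits lower the ratio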
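TMD8 ABC-DLBCL cells carrying doxycycline-inducible green luciferase fused to IkappaBalpha plus unfused red luciferase were exposed to compounds (up to 46 uM) for 4 hrs at 37C. Activity came from the overlap-corrected green/red luminescence ratio.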
AT treatment = potential ataxia-telangiectasia treatments restoring KAP-1 phosphorylation; […] A-T fibroblasts, KAP-1 phosphorylation AlphaLISA; neocarzinostatin DNA damage 30 min before lysis; Potency, µM (highest dose often 57.5 µM), for the others: at the highest dose activation, usual class: activators; 320,000 compounds, 0.19% hits; note: potency is the fitted concentration of half-maximal effect; % of control where 0% means no effect; nearly all actives have a fitted effect of over 45% in size
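hTERT-immortalized A-T patient fibroblasts ([…]), 500 cells/well in OPTI-MEM, 1% FBS, got compounds for 60 min, then NCS for 30 min at 37C. Lysates were then assayed for phospho-KAP-1 by AlphaLISA (anti-pKAP1 donor, anti-KAP1 acceptor beads), 6 hr at 25C.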
CXXC DNA block = inhibitors of human MLL CXXC domain-DNA interaction. Q03164. MLL-CXXC / FITC-HOXA9 DNA fluorescence polarization. Potency, µM (doses to about 115 µM), without a hit: top-dose activity change, negative = inhibition, actives largely listed as inhibitors. 290,000 compounds, 0.037% hits; active = well fitted inhibition curve with a large enough effect in the polarisation, with a control signal flat, not every such curve was filed as active; inconclusive = small, poorly fitted or top-dose-only effect, or effect the other way, or a change in a side signal; inactive = no such curve, though single readings can be large or run the other way; the % refers to the polarisation; note: potency is the fitted concentration of half-maximal effect
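Purified MLL-CXXC (added from a 7 uM solution) was preincubated 5 min at ambient with pinned compounds in 50 mM Tris-HCl pH 7.5, 50 mM NaCl, 1 mM DTT, 0.05% BSA. Fluorescein-labeled HOX-A9 DNA (50 nM solution) followed, 30 min, then polarization read.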
* hit, by the source's call; i = inactive; u = inconclusive; x = no result given; & = joins results of further samples; [ ] = another dose, or the depositor's remark. Unless noted, calls come from the whole dose curve; as a rule, active = well fitted curve in the direction sought with a large enough effect; inconclusive = small, poorly fitted or top-dose-only effect, or another doubt; inactive = no such curve, though single readings can be large; an effect the other way counts as inactive or inconclusive.

SMILES	KCNH2 WT inh	GALK inhibitor	TSHR antag	TCR activator	Giardia killer	Tb PFK inh	FBPA coupling cs	BCR signal inh	AT treatment	CXXC DNA block
COC(=O)CSc1nc(C)c(C(=O)Nc2ccccc2C)c(-c2ccc(Cl)cc2)c1C#N	-4	1%	14	4%[46.1 µM]	u	-13%	-1	-18%	-2%	59%[activator]
CSc1ncccc1C(=O)OCC(=O)c1cccs1	10	15%	-1	-2%	3	2%	0	5%	6%	3%
COc1cc(-c2nc3cnccn3c2Nc2ccc3c(c2)OCCO3)ccc1O	8	-3%	-4	3%	-4	-4%	0	u	-7%	-15%
CCn1c(=O)c([N+](=O)[O-])c(NCc2ccc3c(c2)OCO3)c2ccccc21	-5	-3%	-10	3%	13	2%	0	u	-5%	-4%
CCCC(=O)Oc1ccc(N(C(=O)CCC)S(=O)(=O)c2cccc([N+](=O)[O-])c2)cc1	-5	1%	5	0%[46.1 µM]	-12	0%	3	-14%	-4%	195%[activator]
N#C/C(=C\c1cn[nH]c1-c1ccc(Cl)cc1)C(=O)NCc1ccccc1	-10	-5%	10	-5%	-22	0%	3	u	-1%	-1%
O=c1c2c([N+](=O)[O-])cc([N+](=O)[O-])cc2nc2ccccn12	-8	x	-13	-2%	u	-6%	0	u	14%	5%
CCOc1cc(NC(=S)NCC2CCCO2)c(OCC)cc1NC(=O)CC (stereo not given)	8	-1%	1	6%	0	-3%	2	0%	10%	-13%
COc1ccc(N2C(=O)N3[C@H](c4ccc(Br)cc4)[C@@H]4C(=O)N(C(C)(C)C)C(=O)[C@@H]4[C@]3(Cc3ccccc3)C2=O)cc1	4	x	-3	-1%	-3	3%	-4	3%	15%	10%
CCc1cccc(C)c1NC(=O)CO/N=C(\C)c1cc2ccccc2o1	6	0%	-15	-4%[46.1 µM]	5	-4%	-4	-7%	2%	4%
O=C(N/N=C/c1cccnc1)C(O)c1ccccc1 (stereo not given)	-5	2%	2	1%[46.1 µM]	-1	0%	1	-4%	3%	-4%
COc1cc(F)c(C2=CC(=O)C[C@H](c3ccc4c(c3)OCO4)C2)cc1F	8	x	-2	7%	1	-7%	x	0%	4%	x
C/C(CC(=O)Nc1cccc(Cl)c1Cl)=N\NC(=O)c1ccccc1C	-11	0%	6	7%	-14	-1%	-10	6%	-5%	-5%
CCN1CCN(CCNC(=O)Nc2ccc([N+](=O)[O-])cc2)CC1	-10	1%	5	2%	-20	-2%	-2	u	0%	5%
O=c1[nH]n(Cc2ccccc2)c(=O)c2ccccc12	-5	-5%	-15	2%	-7	2%	0	u	-2%	-1%
N#CCCN(Cc1cccnc1)C(=S)Nc1ccc(OC(F)F)cc1	-6	0%	5	8%	-8	0%	3	5%	1%	-7%
O=C(/C=C/c1cccnc1)c1ccc(O)cc1	-6	-4%	3	4%	1	7%	0	u	-1%	37%[activator]
COc1ccc(-n2ncc3c2CC(C)(C)CC3NC(=O)CCn2nc(C)cc2C)cc1 (stereo not given)	3	-7%	-4	0%	-17	-6%	x	3%	-9%	49%[activator]
CCCCn1c(N)c(N(CCOC)C(=O)c2cc3c(s2)CCCCC3)c(=O)[nH]c1=O	8	x	-1	0%	6	1%	x	3%	6%	x
COc1ccc(CN2CC(=O)N(c3ccc(C)c(C)c3)C2=S)cc1OC	1	-2%	-25	4%	-8	0%	1	-21%	4%	-2%
Cc1ccsc1/C=N/NC(=O)c1cccnc1	16	4%	-9	-11%	-24	-1%	0	2%	0%	2%
O=c1ccn(CCOc2ccc(Cl)cc2)c(=O)[nH]1	-17	0%	27	3%	-13	-3%	1	u	16%	5%
O=C(Nc1ncccn1)C1CCCN1S(=O)(=O)c1ccc(Cl)c(Cl)c1 (stereo not given)	13	1%	0	x	0	-13%	1	0%	2%	5%
CSc1nc2nc3c(cc2c(=O)n1-c1ccccc1C)COC(C)(C)C3	3	0%	-5	5%	u	-1%	-3	-8%	-27%	-1%
Cc1ccc2oc(=O)c3cnn(CC(=O)NCCN4CCOCC4)c3c2c1	-3	0%	-1	5%	24	-7%	-1	u	-8%	4%

Other entries
SMILES	KCNH2 WT inh	GALK inhibitor	TSHR antag	TCR activator	Giardia killer	Tb PFK inh	FBPA coupling cs	BCR signal inh	AT treatment	CXXC DNA block
Cc1cc(SCC(=O)N2CCCC2=O)nc2c(C)cccc12	1	x	-8	5%	-10	u	x	u	4%	x
COc1ccc(C(CNC(=O)COc2ccccc2-c2ccccc2)N2CCOCC2)cc1 (stereo not given)	42	-3%	-1	3%	19	1%	0	2%	0%	2%
CCOC(=O)/C(C#N)=C\c1cn(C)c2ccccc12	-11	3%	36	-8%	14	-3%	0	7%	u	1%
CCOc1cc(N2CCOCC2)c(OCC)cc1NC(=O)c1ccco1	-5	1%	-1	0%	-3	0%	-3	-5%	-1%	-1%
CCN(CC)S(=O)(=O)c1ccc(C(=O)OCCNC(=O)c2cccnc2)cc1	0	0%	15	x	-25	1%	0	-21%	1%	-1%
Cc1ncoc1C(=O)N1CCCC(C(=O)c2cccc3ccccc23)C1 (stereo not given)	-13	6%	10	-4%	-24	-1%	0	-3%	-2%	8%
CC1Cc2ccccc2N1Cc1ccc([N+](=O)[O-])cc1 (stereo not given)	-18	-1%	-25	0%	-3	0%	-2	14%	-5%	5%
Cn1nccc1C(=O)N1CCCC(N2CCN(Cc3ccc4c(c3)OCO4)CC2)C1 (stereo not given)	7	-10%	-25	10%	-8	2%	x	-1%	6%	12%
CCOc1cc(NC(=O)CCl)c(OCC)cc1NC(C)=O	i	16%	7	-2%	0	1%	-1	u	0%	-8%
COc1cccc(C(=O)Nc2ccc(S(=O)(=O)N3CCN(C)CC3)cc2)c1	-6	0%	8	-2%	-9	-1%	2	-12%	3%	-5%
O=C(OCC1OC(n2ccc(=O)[nH]c2=O)C(O)C1OC(=O)c1ccccc1)c1ccccc1 (stereo not given)	3	-1%	22	2%	-13	3%	4	u	-1%	-6%
COc1cc(SC)ccc1C(=O)NNC(=O)c1cc(C)oc1C	-10	x	0	x	-28	-28%	x	u	-1%	x
Cc1ccc2c(CC(=O)O)coc2c1C	-1	3%	2	9%	9	1%	-2	2%	0%	-6%
COc1ccc(S(=O)(=O)Nc2ccc(S(=O)(=O)N3CCCCC3)cc2)cc1	2	x	0	2%	2	3%	5	19%	-5%	-8%
COc1ccc(OCC(=O)Nc2c3c(nn2C(C)(C)C)CSC3)cc1	-11	-2%	33	-3%	5	-2%	1	u	16%	7%
Cc1ccc(C(=O)N/C(=C/c2ccc(-c3cccc([N+](=O)[O-])c3)o2)C(=O)NCCCN(C)C)cc1	-1	-1%	-21	6%	2	15%	-9	u	0%	-5%
Cc1ccc(NC(=O)CCCN2C(=O)NC(C)(C)C2=O)cc1	7	x	12	-1%	-10	0%	x	0%	1%	x
COc1ccc(C(=O)N(Cc2ccccc2)c2ccc(C)cc2)cc1S(=O)(=O)N1CCOCC1	22	x	-12	-1%	0	4%	x	1%	5%	x
c1cncc(CNc2ncnc3ccc(-c4ccoc4)cc23)c1	x	x	22&-13	4%	-12	2%&12%	-1	6%&-1%	0%&-6%	x
CCOc1ccc(Br)cc1S(=O)(=O)N1CC(C)OC(C)C1 (stereo not given)	-4	0%	-2	5%	5	4%	1	2%	0%	-1%

Copied from the results shown for reference:
SMILES	KCNH2 WT inh	GALK inhibitor	TSHR antag	TCR activator	Giardia killer	Tb PFK inh	FBPA coupling cs	BCR signal inh	AT treatment	CXXC DNA block
O=C(N/N=C/c1cccnc1)C(O)c1ccccc1 (stereo not given)	-5	2%	2	1%[46.1 µM]	-1	0%	1	-4%	3%	-4%
COc1cc(F)c(C2=CC(=O)C[C@H](c3ccc4c(c3)OCO4)C2)cc1F	8	x	-2	7%	1	-7%	x	0%	4%	x
C/C(CC(=O)Nc1cccc(Cl)c1Cl)=N\NC(=O)c1ccccc1C	-11	0%	6	7%	-14	-1%	-10	6%	-5%	-5%
CCN1CCN(CCNC(=O)Nc2ccc([N+](=O)[O-])cc2)CC1	-10	1%	5	2%	-20	-2%	-2	u	0%	5%
O=c1[nH]n(Cc2ccccc2)c(=O)c2ccccc12	-5	-5%	-15	2%	-7	2%	0	u	-2%	-1%
N#CCCN(Cc1cccnc1)C(=S)Nc1ccc(OC(F)F)cc1	-6	0%	5	8%	-8	0%	3	5%	1%	-7%
O=C(/C=C/c1cccnc1)c1ccc(O)cc1	-6	-4%	3	4%	1	7%	0	u	-1%	37%[activator]
